GAA glycogen mod = qHTS Assay for Inhibitors and Activators of Human alpha-Glucosidase Cleavage of Glycogen; 300,000 compounds, 0.38% hits; Lysosomal alpha-glucosidase (Homo sapiens), P10253; Potency, µM (top dose mostly 76.4 µM), without a hit: at the highest dose activity change, negative = inhibition, hits mostly inhibitors; AID 2100, 2009; recombinant GAA, glycogen substrate, Amplex Red glucose oxidase fluorescence; active = well fitted inhibition curve with a large enough effect; inconclusive = small, poorly fitted or top-dose-only effect, or another doubt; inactive = no such curve, though single readings can be large or run the other way;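 also: 0% = full enzyme reaction and -100% = no-enzyme basal signal; the screen sought inhibitors and activators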
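Recombinant human enzyme (4 nM); glycogen substrate; 37 C, 40 min, pH 5.0. Readout: coupled glucose oxidase/Amplex Red fluorescence.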
* hit, by the source's call; ? = inconclusive; & = joins results of further samples; [ ] = another dose, or the depositor's remark. Potency is read from the fitted curve at half-maximal effect. Not all compounds are listed; rates above refer to the full screens.

SMILES | GAA glycogen mod
Cc1ccc(C(=O)N/C(=C\c2cccc([N+](=O)[O-])c2)C(=O)NC(Cc2ccccc2)C(=O)O)cc1 (stereo not drawn) | -0.9%[76.3 µM]
CCOC(=O)N1CCC(C(=O)NNC(=O)c2ccc(Cl)cc2Cl)CC1 | 3.9%[76.3 µM]
c1cc(OCCCN2CCCCC2)ccc1CN1CCCCC1 | 0.8%
O=C(CCCCn1c(=O)c2ccccc2n(Cc2ccccc2F)c1=O)NCc1ccccc1Cl | 6.7%[76.3 µM]
COc1ccc(C(=O)NCC(=O)Nc2ccc(-c3ccccc3)cc2)cc1 | 3.5%
CC(=O)Nc1cccc(-c2cc(C)c3cc4c(cc3n2)OCO4)c1 | -24.5%
Cc1ccc(-c2cc(C(=O)NCc3cnn(C)c3C)c3ccccc3n2)cc1C | 13.6%[76.3 µM]
Cc1ccccc1C(=O)NCCCn1ccnc1 | -1.2%
Cc1nn(C)c(C)c1S(=O)(=O)N(CC(=O)NCCc1ccc(Cl)cc1)c1ccc(C(C)C)cc1 | 0.5%[76.3 µM]
O=C(NCCCCCCNC(=O)c1ccccc1O)c1ccccc1O | -3.1%
COc1ccc(-n2nc3c(N4CCC(C(=O)NCc5ccco5)CC4)nnc(C)c3c2C)cc1 | 4.0%[76.3 µM]
Cc1ccc2cc(NC(=O)c3ccc(C(C)(C)C)cc3)ccc2n1 | -8.0%
CCCN1CCC(=O)N(CCN=[N+]=[N-])CC1 | 11.2%[76.3 µM]
CSc1ncc(C(=O)NCc2ccc(F)cc2)c(-c2ccccc2)n1 | -1.6%[76.3 µM]
O=C(O)/C=C/c1ccc(S(=O)(=O)Nc2cccnc2)cc1 | 4.6%[76.3 µM]
COc1cc(C(=O)N2CCN(c3ccccn3)CC2)cc(OC)c1OC | 16.4%[76.3 µM]
COc1cc(-c2noc(CN3CCN(c4ccccc4)CC3)n2)cc(OC)c1OC | 3.3%[76.3 µM]
Cc1cccc(N(C)C(=O)c2cnn(-c3ccccc3)c2C)c1 | 9.1%[76.3 µM]
CN(c1ccc(C(=O)NCc2cccnc2)cc1)S(=O)(=O)c1ccc(Cl)cc1 | -11.1%[76.3 µM]
Cc1cc2c(cc1S(=O)(=O)Nc1cccc(Cl)c1C)OCCN2C | -15.5%[76.3 µM]
CC1Cc2cc(/C(O)=C3/C(=O)C(=O)N(CCN4CCOCC4)C3c3ccc(N(C)C)cc3)ccc2O1 (stereo not drawn) | ?
Cc1ccc(NC(=O)c2ccc3nccnc3c2)c(C)c1 | 3.4%[76.3 µM]
Cc1ccccc1NC(=O)NCC1CCN(Cc2cccc(Cl)c2)CC1 | 3.7%
COc1cccc(C2C(C(=O)Nc3ccccc3)=C(C)Nc3nc(-c4ccccc4)nn32)c1OC (stereo not drawn) | ?
COc1ccc(NS(=O)(=O)c2ccc(NS(=O)(=O)c3ccc4c(c3)OCCO4)cc2)cc1 | -11.5%[76.3 µM]
FC(F)(F)c1ccccc1-n1c(-c2ccco2)n[nH]c1=S | 7.0%[76.3 µM]
COc1ccc(Br)cc1CNC(=O)CN1C(=O)C(c2ccccc2)Oc2cccnc21 (stereo not drawn) | -5.6%[76.3 µM]
Cc1cccc(NC(=O)c2sc3nc(-c4cc5ccc(O)cc5oc4=O)[nH]c(=O)c3c2C)c1 | 11.5%[76.3 µM]
O=C(Cn1ncc2c(=O)oc3ccccc3c21)Nc1cc(F)ccc1F | 0.6%[76.3 µM]
COc1ccccc1CNC(=O)c1cccc(Nc2nc3ccccc3n3nnnc23)c1 | 2.5%[76.3 µM]

Retrieved by structure from the list above (3):
SMILES | GAA glycogen mod
CC1Cc2cc(/C(O)=C3/C(=O)C(=O)N(CCN4CCOCC4)C3c3ccc(N(C)C)cc3)ccc2O1 (stereo not drawn) | ?
O=C(Cn1ncc2c(=O)oc3ccccc3c21)Nc1cc(F)ccc1F | 0.6%[76.3 µM]
Cc1ccc(NC(=O)c2ccc3nccnc3c2)c(C)c1 | 3.4%[76.3 µM]

(list continues)
SMILES | GAA glycogen mod
NS(=O)(=O)c1ccc2nc(NC(=O)C3=COCCO3)sc2c1 | -1.3%[76.3 µM]
COC(=O)C1=CN(c2ccc(OC)cc2)C=C(C(=O)OC)C1c1ccc([N+](=O)[O-])cc1 | -11.8%[76.3 µM]
FC(F)(F)c1cc(-c2ccccc2)nc2cc(-c3ccccc3)nn12 | -8.9%[76.3 µM]
Cc1ccc(NC(=O)CC(C)CC(=O)NCc2ccccc2)cc1Cl (stereo not drawn) | -6.0%[76.3 µM]
O=C(NC1CCCCC1)c1ccc2c(c1)OCCO2 | 5.5%[76.3 µM]
CCn1c(=O)c2ccccc2n(CC(=O)N2CCCc3ccccc32)c1=O | 8.0%[76.3 µM]
CCN(C(=O)Cn1c(=O)oc2ccccc21)c1ccc(C)c(C)c1 | 0.2%
CCn1c(N2CCN(Cc3ccc([N+](=O)[O-])cc3)CC2)nc2ccccc21 | 11.3%[76.3 µM]
OC(COc1ccc(Cl)cc1)CN1CCC(Cc2ccccc2)CC1 (stereo not drawn) | -11.2%[76.3 µM]
CCCCN(Cc1ccco1)C(=O)c1cc2c(s1)-c1c(C)cccc1OC2 | -2.8%[76.3 µM]

Rewritten field by field: entries from further up
molecule: O=C(NC1CCCCC1)c1ccc2c(c1)OCCO2
- GAA glycogen mod: 5.5%[76.3 µM]

molecule: CCn1c(=O)c2ccccc2n(CC(=O)N2CCCc3ccccc32)c1=O
- GAA glycogen mod: 8.0%[76.3 µM]

molecule: CCN(C(=O)Cn1c(=O)oc2ccccc21)c1ccc(C)c(C)c1
- GAA glycogen mod: 0.2%

molecule: NS(=O)(=O)c1ccc2nc(NC(=O)C3=COCCO3)sc2c1
- GAA glycogen mod: -1.3%[76.3 µM]

The list goes on:
SMILES | GAA glycogen mod
Cc1ccsc1CCNC(=O)C1CCC(=O)N(CCc2cccc(F)c2)C1 (stereo not drawn) | 0.2%[76.3 µM]
CCCCCN1C(C(=O)c2ccccc2)=C(NC(=O)c2ccc(OC)c(OC)c2)c2ccccc2S1(=O)=O | 9.1%[76.3 µM]
Cc1ccc(C(=O)N2CCN(Cc3nc4sc5c(c4c(=O)[nH]3)CCCC5)CC2)cc1 | 10.3%
CCn1c(CN2CCCCC2)nc2cc(NC(=O)COc3cc(C)ccc3C(C)C)ccc21 | -4.5%[76.3 µM]
Cc1occc1C(=O)N/N=C/c1cccc2ccccc12 | -0.5%
CS(=O)(=O)N1CCC(C(=O)Nc2ccc(F)c(Cl)c2)CC1 | -7.8%[76.3 µM]
NCC(=O)N1CCC(C(=O)N[C@@H](Cc2c[nH]c3ccccc23)C(=O)O)CC1 | 5.7%
C=CCn1c(SCC(=O)Nc2ccc(OC)cc2)nnc1-c1cnccn1 | 0.7%[76.3 µM]
O=C(CSc1nc2ccccc2s1)NCC1CCCO1 (stereo not drawn) | -0.9%[76.3 µM]
COc1ccc(C(=O)N/C(=C\c2ccccc2)C(=O)Nc2ccc(C(=O)O)cc2)cc1 | -2.7%
Cc1cc(C)cc(NC(=O)CCNC(=O)c2ccc([N+](=O)[O-])cc2)c1 | -3.9%
O=C(Cn1c(=O)cnc2ccccc21)N1CCCc2ccccc21 | 0.6%
Cc1cc(C)c2c(-n3cccc3)c(C(=O)NCc3cccc(F)c3)sc2n1 | 16.5%[76.3 µM]
COc1ccc(OCc2cc(C(=O)NCC3(C)COC3)no2)c(Cl)c1 | 1.5%[76.3 µM]
O=C(OCC(=O)N1CCOCC1)c1ccc(F)cc1Cl | -4.6%
COC(=O)Cn1ccc2cc(S(=O)(=O)N3CCCCCC3)ccc21 | -0.2%&-5.2%[76.3 µM]
Cc1ccc(C2C(C(=O)c3cc4ccccc4o3)=C(O)C(=O)N2CCN2CCOCC2)cc1 (stereo not drawn) | 0.4%[76.3 µM]
CCOc1cc(/C=N/NC(=O)c2ccc(N(C)S(=O)(=O)c3ccccc3)cc2)ccc1OC | -0.9%
COC(=O)c1ccccc1OC(=O)c1cc2ccccc2oc1=O | -7.4%
CCOC(=O)c1cnc2c(C)cc(Cl)cc2c1NCCc1ccc(OC)c(OC)c1 | 17.7%[76.3 µM]
CS(=O)(=O)c1ccccc1C(=O)Nc1cccc(-c2nc3ccccc3o2)c1 | -14.7%[76.3 µM]
Cc1nn(CC(=O)NCc2cccc(Br)c2)c(=O)c2c1sc1ccccc12 | -11.5%[76.3 µM]
O=C(NCCc1nc2ccccc2n1Cc1ccc(Cl)cc1)c1ccccc1 | -10.9%[76.3 µM]
Cc1oc(C)c2c(=O)cc(-c3ccc4c(c3)OCO4)cc(OC(=O)c3ccc(Cl)cc3)c12 | 9.2%[76.3 µM]
Fc1ccc(CNCc2ccc3c(c2)OCO3)cc1 | -0.9%[76.3 µM]
COC(=O)c1ccccc1NC(=O)CC(=O)Nc1ccccc1C(=O)OC | 2.2%
O=C(O)c1ccccc1NC(=O)C(Cc1ccccc1)N1C(=O)c2ccccc2C1=O (stereo not drawn) | 0.0%
O=C(CCC(=O)N(CC(=O)NC1CCCC1)c1ccccc1F)Nc1nccs1 | -11.4%
COC(=O)Cc1c(CSc2ccccc2)oc2ccc(O)c(CN(C)C)c12 | 2.4%
CC(C(=O)N1CCc2ccccc21)N1CCN(Cc2ccccc2)CC1 (stereo not drawn) | 2.5%
Cc1ccc2c(CNCc3ccccc3)cc(=O)oc2c1 | -18.9%[76.3 µM]
O=C(c1cn(CCOc2ccccc2F)c2ccccc12)C1CCCCC1 | 8.0%[76.3 µM]
O=C(Nc1cccc(C(=O)N2CCCCC2)c1)c1ccccc1Br | -4.6%[76.3 µM]
COc1ccc(NC(=O)CCNS(=O)(=O)c2ccc3[nH]c(=O)oc3c2)cc1Cl | -5.4%[76.3 µM]
CC(C)c1ccccc1OCC(O)CN(CC(O)COc1cccc2ccccc12)C(C)C (stereo not drawn) | -3.2%
C#CCOc1ccc(-c2nnc(Nc3cccc(C)c3)c3ccccc23)cc1 | -9.5%[76.3 µM]
COc1cccc(C(=O)COC(=O)c2cccs2)c1 | 0.2%[76.3 µM]
Cc1ccc2c(c1)c(=O)c(C(=O)c1ccc3c(c1)OCO3)cn2Cc1ccc(Cl)cc1 | -9.1%[76.3 µM]
O=C(N/N=C/c1cccc([N+](=O)[O-])c1)c1cc[n+](CCO)cc1 | -11.4%[76.3 µM]
CN(CC(=O)Nc1ccccc1Br)C(=O)CCc1ccccc1 | -3.3%
CC(=O)c1ccc(N2CCN(C(=O)Cn3cnc(S(=O)(=O)N4CCCCC4)c3)CC2)cc1 | 0.4%[76.3 µM]
COc1cccc(CNC(=O)c2ccc(NC(=O)N3CC(C)Sc4ccccc43)cc2)c1 (stereo not drawn) | 4.0%[76.3 µM]
COc1cc(C(=O)NCC(c2cccnc2)N2CCc3ccccc3C2)cc(OC)c1OC (stereo not drawn) | -0.9%[76.3 µM]
Cc1cc(C)c(NC(=O)C(=O)NCC(c2cccnc2)N2CCN(Cc3ccccc3)CC2)c(C)c1 (stereo not drawn) | -11.2%[76.3 µM]
Cc1ccc(OCc2nc3ccccc3n2CC(C)C)cc1 | 11.2%[76.3 µM]
COc1cc2c(cc1OC)C(c1c(Cl)cccc1Cl)NC(=O)C2 (stereo not drawn) | -11.5%[76.3 µM]
COCC(=O)N(CCc1ccccc1)Cc1cc2cc(C)ccc2nc1Cl | 17.2%[76.3 µM]
CC(=O)Nc1ccc(C(=O)NC2CCSc3ccccc32)cc1 (stereo not drawn) | 3.0%[76.3 µM]
O=C1COc2ccc(-c3cc(-c4ccccc4)c4c(n3)-c3cc(Cl)ccc3OC4)cc2N1 | 1.0%[76.3 µM]
O=C1NCCCCC1NS(=O)(=O)c1ccc(Cl)cc1 (stereo not drawn) | -11.6%
The list goes on:
SMILES | GAA glycogen mod
CCOC(=O)c1cc2c(=O)n3ccccc3nc2n(CCOC)c1=NC(=O)C(C)(C)Oc1ccc(Cl)cc1 | -1.2%[76.3 µM]
CCOC(=O)c1c(NC(=O)c2cc(=O)c3c(C)cc(C)cc3o2)sc(C)c1C | 15.0%[76.3 µM]
O=C(c1ccccc1F)N1CCC(c2nc3c(nnn3Cc3cccc(F)c3)c(=O)[nH]2)CC1 | -4.2%[76.3 µM]
O=c1c2[nH]cnc2n(-c2cccc(F)c2)c(=O)n1Cc1ccccc1 | 5.0%
Cc1ccc(O)c(Nc2ncnc3ccccc23)c1 | -3.8%[76.3 µM]
O=C(NCC1CCCO1)c1ccc([N+](=O)[O-])s1 (stereo not drawn) | 5.7%
Cc1ccc(C)c(S(=O)(=O)N2CCN(C(=O)Nc3ccccc3)CC2)c1 | 3.7%[76.3 µM]
CC(C)C1Oc2ccccc2N(CC(=O)N2CCOCC2)C1=O (stereo not drawn) | -0.4%
Cc1ccc(S(=O)(=O)n2nc(-c3ccccc3)nc2NCc2ccccc2Cl)cc1 | 7.9%[76.3 µM]
O=C(Cn1c(=O)n(CC2CCC(C(=O)NCCc3ccccc3)CC2)c(=O)c2ccccc21)Nc1cccc(F)c1 (stereo not drawn) | 14.3%[76.3 µM]
O=C(O)CN1C(=O)/C(=C/c2ccccc2Br)Oc2ccccc21 | -9.3%
COc1ccccc1NS(=O)(=O)c1cccc(C(=O)N2CCN(C/C=C/c3ccccc3)CC2)c1 | -1.2%[76.3 µM]
CN(C)CCN(C(=O)CN1C(=O)c2ccccc2C1=O)c1nc2cc3c(cc2s1)OCO3 | -26.2%[76.3 µM]
COC(=O)c1ccc(NC(=O)Nc2nnc(N(C)C3CCCCC3)s2)cc1 | 2.0%[76.3 µM]
COc1ccc(NC(=S)Nn2cnnc2)c(OC)c1 | -19.5%[76.3 µM]
COc1cc(NC(=O)CSCc2ccccc2)c(C(=O)O)cc1OC | 2.0%[76.3 µM]

Source: PubChem BioAssay (National Center for Advancing Translational Sciences (NCATS))
